Screening data: PubChem BioAssay, several laboratories
LMPTP inh – LMPTP (human) inhibition | inhibition, % at 20 µM | recombinant LMPTP-A, OMFP fluorogenic substrate, fluorescence intensity | 0.22% of 360,000 active;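 active = compounds that cut the enzyme signal by at least half of the control window in the single-dose screen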;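 note: plate controls were DMSO wells with enzyme plus substrate for no effect and substrate without enzyme for full effect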
Target sequence (P24666 whole entry, looked up): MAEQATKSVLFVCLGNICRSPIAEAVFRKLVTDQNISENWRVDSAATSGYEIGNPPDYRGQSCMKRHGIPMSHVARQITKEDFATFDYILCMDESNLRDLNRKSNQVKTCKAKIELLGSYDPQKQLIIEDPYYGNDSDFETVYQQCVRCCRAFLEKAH
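Buffer or medium: Bis-Tris pH 6.0, DTT, detergent; Assay system: LMPTP-A enzyme; Quantity: 0.625 nM enzyme; Detection: endpoint fluorescence intensity; Times: 50 min dark incubation at room temperature; Controls: substrate-only low control, DMSO enzyme-plus-substrate high control; Doses: single 20 µM dose; Read-out: percent inhibition versus substrate-only and uninhibited controls; Reagent: 400 µM OMFP.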
Rpn11 inh – blocks the human proteasome subunit Rpn11; O00487; AID 588493; 0.59% of 360,000 active; calls only at 20 µM; human 26S proteasome, Ub4-pepOG fluorescence polarization; 20S core pre-blocked with epoxomicin;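 active = inhibition at 20 µM, scaled to each plate's controls, above about 33%, limit read from the data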
CSN inh – inhibitors of human CSN-mediated cullin deneddylation; Q92905; Purified CSN, SCF-Nedd8-OG deneddylation, fluorescence polarization; 0.38% of 360,000 active; inhibition, % at 12.5 µM;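 active = pattern-corrected inhibition above about 35%, with an unprinted fluorescence ratio check between 0.5 and 1.5, limit read from the data, passing the limit was not always enough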;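 note: 0% = enzyme with substrate and 100% = substrate without enzyme; some results filed as inactive read as strong as hits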
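Test system: purified human Csn5 enzyme expressed in HEK293T cells. Amount: 0.24 nM enzyme. Reagent: SCFSkp2-Nedd8OG substrate at 10 nM final. Schedule: 90 min incubation of compound, enzyme and substrate at room temperature. Detection: fluorescence polarization. Read-out: % inhibition of substrate cleavage by Csn5.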
DNMT1 block – inhibitors of human DNMT1; DNMT1 molecular beacon, Hinp1I cleavage, fluorescence; inhibition (reported as % activation of signal), % at 10 µM; 0.83% of 360,000 active; AID 588458; in the data active = inhibition above about 50%
NadD inh – inhibitors of Staphylococcus aureus NadD; purified NadD enzyme, colorimetric absorbance read-out; inhibition, % at 20 µM; 0.78% of 360,000 active; AID 602399; in the data active = inhibition above about 26%; note: some compounds past the cut are filed as inactive
PABP1 MLLE inh – inhibitors of microRNA-mediated deadenylation, human PABP1 MLLE binding; P11940; GST-MLLE / FITC-PAM2 fluorescence polarization; inhibition, % at 20 µM; 0.36% of 360,000 active; AID 588489; in the data active = inhibition above about 35%, passing the limit was not always enough;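 note: plate controls were DMSO wells with GST-MLLE for no effect and wells lacking GST-MLLE protein for full effect; some results filed as inactive read as strong as hits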
Target sequence (P11940 whole entry, looked up): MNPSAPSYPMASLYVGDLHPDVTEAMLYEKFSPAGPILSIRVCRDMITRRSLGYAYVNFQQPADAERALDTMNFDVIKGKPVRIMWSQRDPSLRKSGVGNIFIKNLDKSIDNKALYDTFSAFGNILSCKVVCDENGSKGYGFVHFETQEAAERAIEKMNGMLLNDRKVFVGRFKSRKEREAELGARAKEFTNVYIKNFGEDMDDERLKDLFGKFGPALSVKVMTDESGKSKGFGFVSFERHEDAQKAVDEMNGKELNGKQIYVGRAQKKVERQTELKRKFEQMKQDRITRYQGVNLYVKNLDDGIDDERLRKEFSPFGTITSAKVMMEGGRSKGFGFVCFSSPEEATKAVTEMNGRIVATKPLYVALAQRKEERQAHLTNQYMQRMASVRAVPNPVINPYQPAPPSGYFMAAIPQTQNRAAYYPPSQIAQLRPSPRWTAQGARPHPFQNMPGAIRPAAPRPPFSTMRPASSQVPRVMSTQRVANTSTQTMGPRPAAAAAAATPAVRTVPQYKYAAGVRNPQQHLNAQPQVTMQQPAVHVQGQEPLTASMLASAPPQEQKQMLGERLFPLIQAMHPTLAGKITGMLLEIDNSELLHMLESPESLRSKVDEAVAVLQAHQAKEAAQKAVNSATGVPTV
SUMO1 PPI mod – alters human SUMO1 binding to SIM partners | P63165 | SUMO1 binding to a labelled peptide, TR-FRET, 1 h | inhibition, % at 20 µM | 0.33% of 360,000 active; in the data active = inhibition above about 37%
Target sequence (P63165 whole entry, looked up): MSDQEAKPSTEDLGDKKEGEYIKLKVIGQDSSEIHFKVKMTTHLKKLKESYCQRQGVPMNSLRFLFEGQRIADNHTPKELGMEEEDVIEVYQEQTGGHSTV
Tb MetRS inh – blocks T. brucei methionyl-tRNA synthetase activity | purified T. brucei MetRS, ATP depletion, Kinase-Glo luminescence | inhibition, % at 11.9 µM | 0.4% of 360,000 active | AID 624268;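 active = inhibition above a per-plate cutoff of the control wells' mean inhibition plus 3 SD, cut at about 5.5% in these data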;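 note: 0% = DMSO wells median and 100% = median of wells with control inhibitor compound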
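Material: T. brucei methionyl-tRNA synthetase, purified; reagent: substrates ATP, L-methionine and bulk Escherichia coli tRNA; dosing: 11.9 µM single point; timing: 15 min plus 2 h at 25 °C; detection: luminescence of leftover ATP; evaluation: % inhibition; control set: DMSO-only wells as low control; replicates: singlicate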
Scp-1 inhibitor – Scp-1 (human) phosphatase inhibition. Recombinant Scp1, phosphopeptide, malachite green phosphate absorbance. 0.88% of 340,000 active. Q9GZU7. inhibition, % at 20 µM;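 active = inhibition above about 50% at 20 µM, limit read from the data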;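 note: plate controls were DMSO wells with enzyme for no effect and wells lacking enzyme for full effect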
Target sequence (Q9GZU7 76-261 limits assumed): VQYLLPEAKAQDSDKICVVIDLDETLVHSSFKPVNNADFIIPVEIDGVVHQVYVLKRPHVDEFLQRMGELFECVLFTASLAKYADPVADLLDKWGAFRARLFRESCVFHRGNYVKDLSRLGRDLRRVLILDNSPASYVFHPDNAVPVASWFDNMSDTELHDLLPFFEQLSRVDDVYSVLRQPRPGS
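System: SCP-1 catalytic domain; Reagent: Phospho 17-mer peptide substrate; Doses: one concentration, 20 µM, with 1.0% DMSO; Incubation: 45 min room-temperature reaction, 5 min colour, 30 min stabiliser; Signal: Phosphate-binding colour reagent, absorbance read at 630 nm.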
STEP block – STEP (human) phosphatase inhibition; P54829; recombinant STEP, OMFP fluorogenic substrate, fluorescence; inhibition, % at 20 µM; 0.25% of 360,000 active;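 active = inhibition at 20 µM, scaled per plate between control wells, above about 37%, limit read from the data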;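 note: 0% = DMSO with enzyme and substrate and 100% = substrate only without enzyme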
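Measure: Control-normalized % inhibition with plate pattern correction | Test system: STEP phosphatase, cell-free reaction | Medium: pH 6.0 Bis-Tris with DTT and Tween 20 | Technique: Fluorescence, 480/540 nm | Times: Reaction 20 min, ambient temperature | Doses: Single compound dose of 20 µM, 1% DMSO final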
* marks the source's active call; other numbers are inactive results; i = inactive; · = no result given.

SMILES	LMPTP inh	Rpn11 inh	CSN inh	DNMT1 block	NadD inh	PABP1 MLLE inh	SUMO1 PPI mod	Tb MetRS inh	Scp-1 inhibitor	STEP block
COc1ccc(CCNC(=O)C2CCN(S(=O)(=O)c3ccc(-n4cnnn4)cc3)CC2)cc1OC	-0.3	i	-2	1	-2	0	1	0.0	-6	0
CCOc1ccccc1N1CN(Cc2ccccc2)CNC1=S	-1.4	i	-2	-1	-5	-46	-4	-0.3	10	0
CCOC(=O)Cn1nc(-c2ccc(Cl)cc2)cc1N	0.1	i	49*	-7	3	7	0	-0.4	-7	2
Cc1[nH]c2ccccc2c1C(=O)C(=O)NCc1nnnn1-c1ccc(F)c(F)c1	0.8	i	-5	-1	0	9	1	0.4	·	-3
OCCC1CN(Cc2cccnc2)CCN1CCc1ccccc1 (stereo not given)	-1.6	i	4	-1	0	-12	-2	-1.0	-7	-5
CCN(C(=O)COC(=O)C1CCN(S(=O)(=O)c2cccs2)CC1)c1ccccc1	-1.0	i	0	-5	-5	12	-2	-1.0	-5	2
CCOC(=O)c1ccc(NC(=O)c2cc(=O)[nH]c3ccccc23)cc1	0.9	i	8	-4	-1	3	5	-0.3	-13	-1
COc1ccc(NC(=O)C2(C)CCN2Cc2ccc(C(C)C)cc2)cc1OC (stereo not given)	2.9	i	-4	-3	0	10	-4	0.1	·	4
COCCCNC(=S)Nc1cc(C)c(C)cc1C	-0.7	i	-3	1	2	2	0	-0.3	-17	-2
Cn1cc(CN2CCCC(C(=O)c3cc(F)ccc3F)C2)c2ccccc21 (stereo not given)	-0.5	i	0	0	-7	1	-6	-0.2	0	1
CN(C(=O)COC(=O)c1ccc([N+](=O)[O-])cc1Cl)C1CCCCC1	1.3	i	2	0	-2	-1	-29	0.9	-3	2
CCOc1ccccc1N(CC(=O)Nc1ccccc1C(=O)NCc1ccco1)S(C)(=O)=O	-0.6	i	5	-2	-6	-4	3	-0.3	-5	3
CCOCCCN(C(=O)Cn1nnc(-c2ccc(OC)c(OC)c2)n1)C(CC)C(=O)NC1CCCC1 (stereo not given)	1.3	i	-4	6	-3	11	-2	-0.9	4	2
Cc1ccc(OC(C)C(=O)OCC(=O)Nc2sccc2C(N)=O)cc1 (stereo not given)	-0.1	i	-2	-7	-1	-2	2	0.4	-9	1
C=CC(C)N1C(=O)S/C(=C\c2ccc(N3CCOCC3)cc2C)C1=O (stereo not given)	3.4	i	7	17	-12	-76	-23	-1.0	-3	4
Cc1cc(NC(=O)CSc2nnc(-c3ccco3)n2Cc2ccco2)no1	-2.2	i	3	-1	-5	-8	1	-0.2	-3	-1
CC(C)(CO)NC(=O)C12CC3CC(CC(Br)(C3)C1)C2	-0.7	i	0	1	1	-9	3	-0.6	4	-2
CCOc1ccc(CCNC(=O)C(O)c2ccccc2)cc1 (stereo not given)	-1.1	i	0	-1	-1	-15	0	-0.8	-12	0
CC1=C(C(=O)N2CCCCCC2)CC(CC(=O)NCCc2ccccn2)C(=O)N1Cc1ccccc1 (stereo not given)	0.0	i	-4	7	2	6	-1	0.7	·	0
CCCN(C(=O)c1cccc(S(=O)(=O)N2CCN(C)CC2)c1)c1c(N)n(Cc2ccccc2)c(=O)[nH]c1=O	0.6	i	-1	2	2	11	3	0.4	0	3
O=C(Nc1ccccc1Cl)c1ccccc1Cc1ccccc1	1.5	i	0	-10	-7	12	-2	-0.1	-17	0
CS/C(=N\S(=O)(=O)c1ccc(Cl)cc1)c1ccccc1	-1.1	i	1	-9	-2	-2	1	-0.6	-20	-1
COc1cccc(OC)c1OCC(O)CN1CCN(c2ccccc2F)CC1 (stereo not given)	-1.6	i	8	2	-1	5	4	0.5	-1	1
Cn1cnnc1SCC(=O)NC1CCCCCC1	-0.6	i	2	2	-4	10	1	-0.6	-2	-3
CC(C)CSc1nc2ccccc2c(=O)[nH]1	0.9	i	-1	2	-2	-3	2	-0.1	-6	-4
The listing continues.
SMILES	LMPTP inh	Rpn11 inh	CSN inh	DNMT1 block	NadD inh	PABP1 MLLE inh	SUMO1 PPI mod	Tb MetRS inh	Scp-1 inhibitor	STEP block
O=C(CCc1ccccc1)NC1CCSC1=O (stereo not given)	-0.8	i	0	3	1	-4	-2	0.3	-2	1
Cc1ccc2c(c1)C1CN(C)CCC1N2C(=O)COc1ccc(N(C)C(=O)C(C)(C)C)cc1 (stereo not given)	1.2	i	-7	3	-8	-3	1	-1.1	20	-3
CC(=O)OCC(=O)Nc1ccc([N+](=O)[O-])cc1Cl	-1.6	i	5	2	-3	1	-24	-0.6	-15	2
NC(=O)NOCc1ccc(Cl)cc1Cl	-0.5	i	-6	11	11	-9	2	0.3	-1	-3
COc1ccc(CSc2nnc(C)n2N)cc1[N+](=O)[O-]	-0.4	i	7	0	-4	2	-12	-0.7	-1	-3
CCN(CC)S(=O)(=O)c1ccc(Cl)c(OC)c1	-0.7	i	-1	-5	4	5	-1	-1.1	0	0
CC(=O)c1ccc(OCC(=O)NC2CCCCCC2)cc1	-0.2	i	-1	-3	5	21	2	0.0	3	-7
COC(=O)c1cc(NS(=O)(=O)c2ccc3c(c2)c(=O)n(C)c(=O)n3C)cc(C(=O)OC)c1	-0.2	i	-4	3	0	2	7	-0.5	-3	4
CCN(C(=O)COC(=O)c1ccccc1Nc1ccccc1)c1c(N)n(Cc2ccccc2)c(=O)[nH]c1=O	2.9	i	1	-10	29	5	0	-0.2	-5	1
c1coc(CN(Cc2ccco2)c2ncnc3c2oc2ccccc23)c1	2.4	i	1	-4	6	-3	10	-0.1	5	5
CCCCCC1NC(=O)NC1CCCCCC(=O)O (stereo not given)	-1.7	i	-1	2	3	25	2	1.0	-2	-1
COc1ccccc1N1CCN(C(=O)c2n[nH]c3ccccc23)CC1	0.3	i	13	-5	3	12	1	-0.1	2	-3
COc1ccc(C)cc1NC(=O)C(OC(=O)C1=NNC(=O)CC1)c1ccccc1 (stereo not given)	-0.1	i	5	0	-1	11	-7	-0.2	-2	-2
CCOC(=O)NC(Nc1nnc(SCC)s1)(C(F)(F)F)C(F)(F)F	-0.2	i	3	1	3	1	5	-0.5	-9	-2
NC(COCc1ccccc1)c1csc(NC(=O)Nc2cccc(C(F)(F)F)c2)n1 (stereo not given)	1.1	i	-6	-20	0	-6	-32	0.3	·	4
COc1cc(NC(=O)COc2ccccc2)ccc1NC(=O)c1ccco1	-1.4	i	-1	0	-6	-5	-2	0.0	-9	-1
COc1ccccc1CNc1nc(-c2ccccc2CO)c2sccc2n1	1.7	i	2	-2	4	2	2	-0.2	·	-2
CCN1CC(c2ccccc2)C(c2ccc(Cl)cc2)=N1 (stereo not given)	1.9	i	-6	8	-7	-3	1	0.2	-4	6
Cc1ccc(NC(=O)C2CCCN2C(=O)Oc2ccccc2)c(C)c1 (stereo not given)	-0.3	i	6	0	2	-11	-1	-0.1	-1	-2
N#Cc1ccc(NC(=O)Cn2cnc(S(=O)(=O)N3CCOCC3)c2)cc1	-1.9	i	-2	1	0	19	7	0.1	1	0
Cc1ccnn1Cc1cc(C(=O)O)c2ccccc2n1	-1.9	i	0	1	-1	-7	0	1.0	-5	-2
Cc1cc(C)cc(C(N)=Nc2cccc(C#N)c2)c1	-0.6	i	-2	1	-4	5	-2	-0.7	1	-2
Cc1ccc(CNC(=O)C2CC(c3cccc([N+](=O)[O-])c3)=NO2)o1 (stereo not given)	-1.4	i	2	1	2	8	-39	-0.4	-3	3
CC(=O)Nc1ccc(S(=O)(=O)N(Cc2ccccc2)c2ccccn2)cc1	3.0	i	3	0	-5	0	5	-0.6	-7	0
O=[N+]([O-])c1ccc(SCCc2ccccn2)cc1	-0.7	i	-1	2	1	29	-20	0.3	0	5
(continued)
SMILES	LMPTP inh	Rpn11 inh	CSN inh	DNMT1 block	NadD inh	PABP1 MLLE inh	SUMO1 PPI mod	Tb MetRS inh	Scp-1 inhibitor	STEP block
CC(NC(=O)c1ccc(C23CC4CC(CC(C4)C2)C3)cc1)C(=O)O (stereo not given)	-0.5	i	0	1	8	3	8	-0.8	9	0
C=CC[C@H](CC(=O)NCCO)C(=O)N[C@H](COC(=O)[C@@H](CC=C)CC(=O)OC(C)(C)C)Cc1ccccc1	-1.7	i	-3	5	-3	12	3	-0.1	-2	-2
O=c1cc(-c2ccccc2)c2cc(Cl)ccc2[nH]1	-1.8	i	4	4	-2	0	-2	-0.5	-10	-1
CC1CCN(c2nncc3ccccc23)CC1	-1.7	i	8	2	0	-5	1	0.8	-9	-3
CC1CCCN(C(C(=O)NC2CCCCC2)c2cc3c(cc2[N+](=O)[O-])OCO3)C1 (stereo not given)	1.6	i	-2	-3	6	25	0	-1.7	4	2
Cc1ccc(CC(NC(=O)c2ccccc2)C(=O)NC(CC(C)C)C(=O)O)cc1 (stereo not given)	-0.6	i	4	0	0	-7	0	0.1	5	-3
O=[N+]([O-])c1cccc(-c2ccc(CN3CCN(c4ccccc4)CC3)o2)c1	1.5	i	-3	3	-10	7	-19	0.0	-5	-2
COCCNC(=O)CCCn1c(=O)c2cc(OC)c(OC)cc2n(CC(=O)Nc2ccc(F)cc2)c1=O	-0.4	i	-2	2	-2	1	-3	0.1	-6	-1
Cc1ccc2nc(Nc3ccc(Cl)cc3)c3nncn3c2c1	2.1	i	0	6	-6	-9	-4	-1.5	-7	-1
Cc1c(C(=O)OCC(=O)N2C(C)CCCC2C)oc2ccccc12 (stereo not given)	-0.9	i	-1	0	2	9	-1	-0.2	-8	0

Some of these compounds in order of length of the SMILES, ascending.
SMILES	LMPTP inh	Rpn11 inh	CSN inh	DNMT1 block	NadD inh	PABP1 MLLE inh	SUMO1 PPI mod	Tb MetRS inh	Scp-1 inhibitor	STEP block
CC1CCN(c2nncc3ccccc23)CC1	-1.7	i	8	2	0	-5	1	0.8	-9	-3
Cc1c(C(=O)OCC(=O)N2C(C)CCCC2C)oc2ccccc12 (stereo not given)	-0.9	i	-1	0	2	9	-1	-0.2	-8	0
CC(NC(=O)c1ccc(C23CC4CC(CC(C4)C2)C3)cc1)C(=O)O (stereo not given)	-0.5	i	0	1	8	3	8	-0.8	9	0
O=[N+]([O-])c1cccc(-c2ccc(CN3CCN(c4ccccc4)CC3)o2)c1	1.5	i	-3	3	-10	7	-19	0.0	-5	-2
C=CC[C@H](CC(=O)NCCO)C(=O)N[C@H](COC(=O)[C@@H](CC=C)CC(=O)OC(C)(C)C)Cc1ccccc1	-1.7	i	-3	5	-3	12	3	-0.1	-2	-2

Rows are unselected; any-hit rate near 3.6%.
